# Bioassay records from PubChem BioAssay.
# HTR5A inv ctr – counter-screen for OPRM1-OPRD1 inverse agonists: human HTR5A inverse agonism; P47898; HTR5A cell line, luminescence; inhibition, % at 9.3 µM; actives 0.083% (n = 340,000); AID 504634; in the data active = inhibition mostly above about 23%, no sharp cut-off; inactive = mostly below about 18%;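 also: 0% = cells with DMSO and 100% = no-cell wells with DMSO; some compounds called inactive have numbers as strong as hits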
# Target sequence (P47898 whole entry, looked up): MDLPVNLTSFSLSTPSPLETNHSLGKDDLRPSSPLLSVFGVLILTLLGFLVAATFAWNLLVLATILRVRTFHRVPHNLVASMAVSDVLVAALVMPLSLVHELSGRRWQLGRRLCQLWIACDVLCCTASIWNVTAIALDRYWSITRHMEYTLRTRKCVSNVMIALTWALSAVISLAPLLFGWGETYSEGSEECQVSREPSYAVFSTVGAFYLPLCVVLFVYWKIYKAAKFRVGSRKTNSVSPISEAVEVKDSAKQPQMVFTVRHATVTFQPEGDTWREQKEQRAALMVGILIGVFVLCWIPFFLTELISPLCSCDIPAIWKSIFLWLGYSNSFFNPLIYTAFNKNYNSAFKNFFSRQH
# HTR5A ag – counter-screen for OPRM1-OPRD1 agonists: human HTR5A agonism; P47898; HTR5A agonist assay, luminescence, cell-based; activation, % at 9.3 µM; actives 0.61% (n = 340,000); AID 504692; in the data active = activation mostly above about 9.5%, no sharp cut-off; inactive = mostly below about 7.6%;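 also: 0% = cells with vehicle only and 100% = reference agonist; strong numbers were not always called active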
# CDK5 p35 inh – CDK5/p35 (human) kinase inhibition. actives 0.01% (n = 330,000). AID 488839. inhibition, % at 10 µM. Recombinant CDK5/p35, ADP-Glo luminescence, 60 min;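 active = highest replicate inhibition of at least 50% and at least 75% of replicates reaching 50%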;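 also: plate controls were DMSO neutral control for no effect and GW8510 at 10 µM for full effect; many of its hits are not listed in these tables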
# Target sequence (Q00535 whole entry, looked up): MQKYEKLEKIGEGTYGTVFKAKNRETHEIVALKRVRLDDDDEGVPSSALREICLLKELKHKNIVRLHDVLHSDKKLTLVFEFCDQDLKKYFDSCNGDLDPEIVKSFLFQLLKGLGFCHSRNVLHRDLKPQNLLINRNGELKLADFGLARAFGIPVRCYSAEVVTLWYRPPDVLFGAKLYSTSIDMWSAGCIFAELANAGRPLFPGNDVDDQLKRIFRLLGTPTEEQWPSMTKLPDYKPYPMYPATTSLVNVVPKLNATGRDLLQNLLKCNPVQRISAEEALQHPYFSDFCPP
# Target sequence (Q15078 whole entry, looked up): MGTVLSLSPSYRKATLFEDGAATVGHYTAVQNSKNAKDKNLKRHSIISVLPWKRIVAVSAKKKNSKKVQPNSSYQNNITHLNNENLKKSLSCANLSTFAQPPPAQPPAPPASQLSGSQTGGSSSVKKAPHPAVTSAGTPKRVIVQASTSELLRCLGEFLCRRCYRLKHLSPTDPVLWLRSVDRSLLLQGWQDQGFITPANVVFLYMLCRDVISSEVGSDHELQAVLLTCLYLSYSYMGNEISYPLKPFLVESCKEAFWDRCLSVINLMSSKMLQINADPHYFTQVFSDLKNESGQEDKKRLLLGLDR
# dFosB act – mouse delta FosB homodimer activation | actives 0.99% (n = 340,000) | P13346 | activation, % at 25 µM | AID 493131 | purified delta FosB, TAMRA-CDK5 oligo fluorescence polarization; percent of positive-control signal above neutral wells;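 active = mean activation above about 17%, with every replicate also reaching it, limit read from the data, passing the limit was not always enough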;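 also: fluorescence polarization rise as delta FosB binds a TAMRA Cdk5 AP-1 oligo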
# NSD2 HMT inh – blocks human histone methyltransferase NSD2 | NSD2 peptide methylation, AlphaScreen, 120 min | inhibition, % at 12.5 µM | actives 0.54% (n = 310,000); in the data active = inhibition above about 50%
# Wnt act – activates Wnt/beta-catenin signaling in a reporter cell assay. activator, plate reader. activation, % at 9.35 µM. actives 1.2% (n = 300,000); in the data active = activation above about 30%, passing the limit was not always enough;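 also: 0% = neutral control wells and 100% = positive control wells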
# SR-BI HDL uptake – mouse SR-BI HDL lipid transfer inhibition. ldlA[mSR-BI] CHO cells, DiI-HDL uptake fluorescence, 3 h. AID 488896. Q61009. inhibition, % at 12.5 µM. actives 0.96% (n = 320,000);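 active = mean replicate inhibition of at least 70% and a set share of replicates each scoring 70 or more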;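 also: 0% = median of neutral control wells and 100% = median of positive control wells; values of inactives mirror those of a sister screen read the other way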
# PvdQ acylase – blocks Pseudomonas aeruginosa PvdQ acylase activity; inhibition, % at 10 µM; purified PvdQ acylase, fluorescence plate reader; actives 0.063% (n = 340,000); in the data active = inhibition above about 30%, passing the limit was not always enough;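 also: 0% = vehicle neutral wells and 100% = reference inhibitor wells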
# V-ATPase pHluor – yeast V-ATPase proton transport regulation by pHLuorin; S. cerevisiae, pHLuorin cytosolic pH fluorescence; response, % at 10 µM; actives 0.37% (n = 350,000); AID 504577; in the data active = response mostly above about 7.3%, no sharp cut-off; inactive = mostly below about 5.4%; also: actives read high; inactives centre near 0; some compounds called inactive have numbers as strong as hits; reference of the scale not given here
# MITF TRPM1 HTS – MITF TRPM1 promoter activation in melanoma cells; actives 0.75% (n = 300,000); activation, % at 12.5 µM; SK-MEL-5 TRPM1-promoter luciferase, 24 h; % of positive control, neutral wells = 0;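 active = mean activation of at least 80% with every replicate also reaching 80%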;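 also: 0% = neutral control wells and 100% = parthenolide positive control wells; values of inactives mirror those of a sister screen read the other way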
# * hit, by the source's call; nt = not tested or not shown.
SMILES,HTR5A inv ctr,HTR5A ag,CDK5 p35 inh,dFosB act,NSD2 HMT inh,Wnt act,SR-BI HDL uptake,PvdQ acylase,V-ATPase pHluor,MITF TRPM1 HTS
COc1ccc(CN(C)C(=O)C2CCN(S(=O)(=O)c3cccs3)CC2)cc1F,8,0,-0.5,-11,-1,-3,-12,-16,0,-3
Cc1cc(C)n(CC(O)COc2ccccc2)n1 (centres undefined),6,3,-4.3,-3,9,nt,15,-7,0,nt
COc1ccc(C(=O)COC(=O)COc2cccc3c2OC(C)(C)C3)c(OC)c1,-4,8,-1.4,-9,-1,nt,15,-7,0,15
CC1C(=O)N2CCCc3cc(NC(=O)C(=O)NCc4cccnc4)cc1c32 (centres undefined),-21,8,-0.6,-8,0,6,-3,-2,-2,-19
CC(=O)Oc1ccccc1C1=NN(C(=O)/C=C/c2ccccc2)C(c2ccccc2)C1 (centres undefined),6,-2,2.1,-11,-2,nt,32,18,1,-7
COc1ccc(N2CC(NS(=O)(=O)c3cccnc3)CC2=O)cc1OC (centres undefined),-7,0,2.0,-12,0,3,-32,-8,-4,-4
COc1ccccc1C1(O)CC2CCC(C1)N2S(=O)(=O)c1ccc(C(C)=O)cc1 (centres undefined),-1,0,4.5,-6,1,nt,-5,4,-1,-6
Cc1ccc(C(=O)NNc2ncnc3c2cnn3C)cc1,-20,4,-0.6,2,-3,-2,-4,-11,-2,8
CCCC12CN3CC(C)(CN(C1)C3c1ccc3c(c1)OCO3)C2=O (centres undefined),-22,8,-0.1,-1,-2,-2,-16,-21,-5,-4
Cc1ccc(S(=O)(=O)N2CCCC(C(=O)O)C2)s1 (centres undefined),3,-1,0.4,-4,nt,-5,2,-10,0,3
Nc1nc(N2CCN(C(=O)c3ccco3)CC2)nc2ccc(Br)cc12,-30,1,0.1,-2,nt,nt,69,-13,0,105*
NC(=O)COc1cccc(/C=N/NC(=O)c2ccc(-n3cccc3)cc2)c1,-1,2,1.4,1,0,-3,nt,-14,-8,-5
COc1ccc(CCNc2ccc(C(CC(N)=O)NC(=O)c3ccccc3)cc2[N+](=O)[O-])cc1 (centres undefined),5,6,0.8,32*,nt,11,-3,-12,-3,-9
Oc1ccccc1-c1cc(-c2ccc(F)cc2)n[nH]1,-20,0,1.4,-3,-1,53*,21,-12,1,36
Cn1c(CNC(=O)C(Cc2ccccc2)NC(=O)c2ccccc2F)cc(=O)n(C)c1=O (centres undefined),2,-2,0.9,-5,-6,0,-2,1,-3,4
CC1CC(C)CN(CCCNC(=O)Cn2ncn3cccc3c2=O)C1 (centres undefined),5,-2,0.5,-8,-4,nt,17,-7,-1,nt
O=C(COC(=O)C12CC3CC(CC(C3)C1)C2)NCCCc1ccccc1,10,-1,0.2,-9,-3,nt,-5,2,-4,-4
CCCCC1CC(=O)NC1(C(=O)OCC)C(=O)OCC (centres undefined),11,-3,-1.8,6,0,-1,-22,-5,3,-12
O=S(=O)(NC(=S)c1ccccc1)c1ccccc1,1,0,1.1,7,0,-7,-1,-8,-5,1
CN(C(=O)CS(=O)(=O)c1cn(CC(=O)N2CCCC2)c2ccccc12)c1ccccc1,3,1,2.0,-2,2,0,-5,5,0,6
Cc1ccccc1NC(=O)CSc1nnc(Cc2cccn2C)n1-c1ccc(F)cc1,-21,8,-0.4,-8,nt,-4,7,-8,-2,nt
COc1cccc(C2=NOC(C(=O)NC3CCCCC3)C2)c1 (centres undefined),8,-2,1.0,-7,-5,nt,13,-5,0,5
CC(C)c1ccc2c(c1)C(c1ccc(N3CCOCC3)cc1)=NNC(c1cccs1)=N2,3,1,-0.4,-10,24,12,11,-11,0,nt
COc1ccc(/C=N/Nc2nc(Nc3ccccc3)nc(N3CCCC3)n2)cc1,-2,1,2.1,47*,1,-3,62,-7,2,4
O=C(O)CCSc1nnc(COc2cccc3cccnc23)n1-c1ccccc1,-1,0,1.5,-4,-1,-2,-30,-11,-1,4
O=C(Nc1ccccc1F)Nc1cc(S(=O)(=O)N2CCOCC2)ccc1N1CCCC1,23,0,0.3,-7,-1,6,-17,9,-1,1
Cc1ccc(S(=O)(=O)Nn2c(O)c(C=C3N=c4ccccc4=N3)sc2=S)cc1,7,2,-1.5,-5,nt,4,nt,-5,-2,1
CCCCCC(=O)NC(=S)Nc1cccc(C(C)=O)c1,14,-5,0.8,0,-2,-9,-4,-2,3,21
O=C1CC(c2cccc(Cl)c2)CC(O)=C1C=NC1CCCC1 (centres undefined),-15,-2,0.2,-6,0,2,-17,-4,-1,-7
COc1ccc(S(=O)(=O)N2CCC(C(=O)NCCC(=O)NCc3cccc(OC)c3)CC2)cc1,-8,0,-1.1,-3,-2,0,-10,-8,-2,-10
CC(C)N(CCNCC(O)COc1ccc(C(C)(C)c2ccccc2)cc1)C(C)C (centres undefined),-2,1,1.2,13,10,-1,29,0,1,-10
CSc1c(C#N)sc(=S)n1-c1ccc(C)cc1,7,-3,1.7,1,3,-1,16,-14,0,13
N/C(CS(=O)(=O)c1ccccn1)=N\OC(=O)c1ccccc1Cl,nt,nt,-0.5,4,-2,54*,8,-8,3,nt
O=C(COc1ncnc2ccccc12)NCC1CCCO1 (centres undefined),-5,2,-2.5,-6,-3,-1,-12,-2,0,5
Cn1c(=O)nc2n(Cc3ccccc3)c3ccccc3cc-2c1=O,17,4,nt,-1,1,0,19,-1,-1,5
CC(C)NC(=O)C1(c2ccccc2)CCOCC1,6,2,-1.6,3,0,-1,-1,0,4,1
COc1ccc(-c2noc(CNC(=O)CCN3C(=O)[C@H]4CC=CC[C@H]4C3=O)n2)cc1,-30,3,2.3,-5,2,1,17,12,1,1
O=C(CCOc1ccccc1)NCC(c1ccco1)N1CCCCC1 (centres undefined),-23,8,-2.1,-1,9,nt,-8,-10,-1,nt
Nc1cc(=O)[nH]c(=O)n1CCCc1ccccc1,-5,1,1.5,5,-4,1,-7,-16,1,nt
CN1CCC(=NNC(=O)c2cn(-c3ccccc3)nc2-c2ccccc2)CC1,14,-6,-1.4,-4,53*,2,9,-3,-3,-8
Cn1c(=O)[nH]c(=O)c2c1nc(N1CCNCC1)n2Cc1ccccc1,-3,1,-1.2,-4,2,0,3,-14,-1,nt
Cc1c(OCC(=O)NCC2CCC(C(=O)NCCCO)CC2)ccc2c(-c3ccccc3)cc(=O)oc12 (centres undefined),29,-5,1.3,-1,-1,-1,36,0,1,1
COc1ccccc1N1CCN(C(=O)c2cccs2)CC1,-13,3,-1.2,3,-1,0,12,-14,-1,-1
Cc1cc(NC(=O)CSc2nc(-c3ccccc3)nc3c2c(=O)n(C)c(=O)n3C)no1,-4,2,-1.6,-6,nt,-2,6,-3,-1,-7
CCOC(=O)c1nn(-c2ccccc2)c(C#N)c1N,1,0,1.2,-7,-6,4,-1,-2,6,2

# Marked active in MITF TRPM1 HTS (from the list above):
compound | CDK5 p35 inh | dFosB act | NSD2 HMT inh | Wnt act | SR-BI HDL uptake | PvdQ acylase | V-ATPase pHluor | MITF TRPM1 HTS
Nc1nc(N2CCN(C(=O)c3ccco3)CC2)nc2ccc(Br)cc12 | 0.1 | -2 | nt | nt | 69 | -13 | 0 | 105*

# (list continues)
SMILES,HTR5A inv ctr,HTR5A ag,CDK5 p35 inh,dFosB act,NSD2 HMT inh,Wnt act,SR-BI HDL uptake,PvdQ acylase,V-ATPase pHluor,MITF TRPM1 HTS
COc1ccc(Cl)cc1NC(=O)COC(=O)c1ccc(C)o1,9,3,-4.5,-6,-1,-4,-9,-10,4,3
CN1CCC(=O)N([C@H](CSc2ccccc2)c2ccccc2)CC1,3,-4,1.4,5,nt,4,-3,7,-2,21
CCNS(=O)(=O)c1ccc(NC(=O)c2cc(C(F)(F)F)nn2C)cc1,-21,-5,-1.9,-4,-2,nt,21,-1,3,-6
COc1ccccc1C(C)NC(=O)c1ccc(NC(=O)CC2SC(N3CCCC3)=NC2=O)cc1 (centres undefined),5,6,-0.5,-12,-2,1,7,-12,5,-12
Cc1ccc(C)c(S(=O)(=O)NCC(=O)Nc2sc3c(c2C(N)=O)CCC(C)C3)c1 (centres undefined),-5,2,2.3,0,-2,nt,28,-8,-2,-15
CCOC(=O)C1CCCN(c2nc3ccccc3nc2C(C#N)C(=O)NCc2ccccc2)C1 (centres undefined),-11,4,-1.2,-7,-2,nt,-32,-16,1,-7
Cc1ccc(C(=O)C(C)OC(=O)C2CCN(c3ccc(C(F)(F)F)cn3)CC2)cc1 (centres undefined),19,5,0.1,-11,-3,-1,8,0,-2,24
CSCc1cc(N(C)C)nc(SCc2ccc(Cl)cc2Cl)n1,14,0,1.3,-7,2,nt,27,-7,-1,10
O=C(CN(Cc1ccccc1Cl)C(=O)c1ccc(CN2CCOCC2)o1)NCC1CCCO1 (centres undefined),10,1,nt,-8,0,nt,-1,-7,-1,1
O=C(N/N=C/c1cc([N+](=O)[O-])ccc1O)c1c[nH]c2ccccc12,17,3,0.2,15,0,-5,nt,-12,5,10
Cc1cccc(-c2ccc(C=Nc3c(C)n(C)n(-c4ccccc4)c3=O)o2)c1,1,2,0.1,-7,10,-1,4,-11,0,nt
COc1ccc(C2CC(c3cccs3)=NN2c2nc(C)c(C(C)=O)s2)cc1OC (centres undefined),-17,6,-1.5,-11,-23,6,4,-6,1,-23
COc1ccc(N2CCN(C(=O)c3ccc(-c4nc5ccccc5s4)o3)CC2)cc1,8,-3,1.4,-3,-4,4,-6,-10,0,20
CC1CN(C(=O)c2scc3c2OCCO3)CC(C)O1 (centres undefined),-24,5,1.0,-3,1,nt,-13,-10,0,-3
Cc1cc(CSc2ccccc2)ccc1NC(=O)c1ccc(CN2CCOCC2)cc1,2,-1,-0.5,-5,-4,nt,-2,-8,0,-11
O=S(=O)(c1ccc(Br)s1)N1CCc2ccccc2C1,3,3,-0.6,-6,0,-2,20,-4,3,-9
CCOc1cc(/C=N/NC(=O)c2cccnc2)ccc1OCc1ccc(C(=O)OC)o1,17,-2,-0.2,-15,-2,-1,13,-6,2,-1
COc1ccc(CNC(=O)c2onc(C)c2Cl)cc1,11,-4,0.4,-9,nt,-1,-2,-11,-4,-8
CCOC(=O)C1=CN(Cc2cccc(F)c2)S(=O)(=O)N(C)C1c1ccccc1 (centres undefined),-1,0,1.2,-7,nt,-1,-23,-4,3,6
O=[N+]([O-])c1ccccc1S(=O)(=O)N1CCc2ccccc2C1,7,-3,-0.3,2,0,0,2,-7,0,-9
O=C(Oc1cccc2cccnc12)c1cccc([N+](=O)[O-])c1,13,-2,-0.3,-1,2,3,-2,1,-1,2
COC(=O)c1ccc(Oc2nc(C(N)=O)cc(-c3ccccc3)n2)cc1,15,-5,2.0,4,0,nt,-2,-1,7,nt
COc1cc(OC)cc(C(=O)NCC(=O)OC(C)C(=O)NC(C)C2CC3CCC2C3)c1 (centres undefined),9,-2,1.0,-26,0,-4,9,-5,3,1
CCCn1nnnc1NC(=O)COc1ccc(CC)cc1,-12,4,0.0,2,-2,1,-30,-11,-1,1
COc1ccccc1/C=C/C=N/NC(=O)c1ccncc1,7,-2,1.6,-3,3,-3,27,-5,-4,1

# 3 entries out of the list, sorted by SMILES length, lowest first.
SMILES,HTR5A inv ctr,HTR5A ag,CDK5 p35 inh,dFosB act,NSD2 HMT inh,Wnt act,SR-BI HDL uptake,PvdQ acylase,V-ATPase pHluor,MITF TRPM1 HTS
CSc1c(C#N)sc(=S)n1-c1ccc(C)cc1,7,-3,1.7,1,3,-1,16,-14,0,13
CCNS(=O)(=O)c1ccc(NC(=O)c2cc(C(F)(F)F)nn2C)cc1,-21,-5,-1.9,-4,-2,nt,21,-1,3,-6
COc1ccc(C2CC(c3cccs3)=NN2c2nc(C)c(C(C)=O)s2)cc1OC (centres undefined),-17,6,-1.5,-11,-23,6,4,-6,1,-23
